AmpC det inh = inhibitors of E. coli AmpC beta-lactamase with detergent. P00811. purified AmpC, nitrocefin hydrolysis with detergent. Potency, µM (doses to about 28.7 µM), for the others: top-dose activity change, negative = inhibition. 0.09% of 71,000 active. AID 584; active = well fitted curve in the direction sought with a large enough effect
Target sequence (P00811 whole entry, looked up): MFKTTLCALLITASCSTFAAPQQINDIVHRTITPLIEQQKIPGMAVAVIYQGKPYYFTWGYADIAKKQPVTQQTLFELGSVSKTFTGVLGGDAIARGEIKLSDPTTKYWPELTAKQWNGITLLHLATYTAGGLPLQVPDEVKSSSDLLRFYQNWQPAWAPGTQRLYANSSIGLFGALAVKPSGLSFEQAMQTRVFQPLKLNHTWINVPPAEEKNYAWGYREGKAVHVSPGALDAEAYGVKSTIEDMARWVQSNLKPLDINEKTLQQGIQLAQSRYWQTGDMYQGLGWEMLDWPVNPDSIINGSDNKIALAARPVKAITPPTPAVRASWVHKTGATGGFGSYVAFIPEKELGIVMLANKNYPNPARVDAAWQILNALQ
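E. coli AmpC (5.3 nM) in 20 mM phosphate pH 7.0 with 0.01% Triton X-100, preincubated 15 min RT with compound; nitrocefin (2 uL of 800 uM stock) hydrolysis followed by 480 nm absorbance every 20 s over 4 min.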
* hit, by the source's call; & = joins results of further samples; [ ] = remark or other dose. % is scaled to controls: 0 for no effect and ±100 for the full control effect; potency is read from the fitted curve at half-maximal effect.

SMILES	AmpC det inh
O=C(CN1C(=O)CSc2ccccc21)NC1CCCC1	1%
COc1ccccc1N1CCN(C(=O)C2CCN(S(=O)(=O)c3ccc(F)cc3)CC2)CC1	-3%
Nc1ccc([N+](=O)[O-])c(N)c1	5%
COc1ccc(Nc2ncc(C(=O)N3CCC4(CC3)OCCO4)c3ccccc23)cc1	0%
Cc1cccc(Cn2c(N(C)Cc3ccccc3)nc3c2c(=O)[nH]c(=O)n3C)c1	8%
O=C1c2ccccc2N2C(=O)c3ccccc3C2N1O (centres undefined)	-1%
COc1cc(OC)c(OC)cc1CN1CCN(c2ccccc2OC)CC1	0%
CCOC(=O)N1CCN(C(=O)CSCc2nc(-c3ccccc3F)oc2C)CC1	-6%
Cc1cc(NC(=O)C2C3C(=O)N(CCC(C)C)C(C(=O)NCc4ccccc4)C34C=CC2(C)O4)no1 (centres undefined)	9%
CC(=O)Nc1c(C(=O)C2CC2)oc2ccccc12	1%
COc1ccc2c(c1OC)C(=O)N(c1nccs1)C2	-2%
CNC(=O)C1CC(=O)N(Cc2ccc3c(c2)OCO3)C(=Nc2ccc(F)cc2)S1 (centres undefined)	11%
C=CCSc1ncccc1C(=O)NCc1ccccc1	0%
CC(C)(O)c1cc(=O)sc2nc3ccccc3n12	-4%
CCn1nc(CC(=O)Nc2nnc(CC(=O)N3CCCCC3)s2)c2ccccc2c1=O	-4%
O=C(Nc1cccc2ccccc12)N1CCN(Cc2ccccc2)CC1	15%
COc1ccc2c(CC(=O)OCC(=O)Nc3ccc4c(c3)OCO4)coc2c1	11%
Cc1ccc(-n2c(SCC(=O)NCC3CCCO3)nc3n[nH]c(C)c3c2=N)cc1Cl (centres undefined)	-4%
CCCOc1ccc(-c2nnn(CC(=O)c3ccc4c(c3)OCCO4)n2)cc1	-3%
O=C(c1ccco1)N1CCN(c2ccc(Cl)c(Cl)c2)CC1	-5%
COc1cccc(C(=O)Nc2ccc(NC(C)=O)cn2)c1	0%
NNC(=O)c1ccc[n+](CCc2ccccc2)c1	-6%[5.75 µM]
Cc1cc(OC(=O)c2ccco2)c2c3c(c(=O)oc2c1)CCC3	1%
Nc1nncn1C(=O)c1c(Cl)cccc1Cl	-3%
CCOc1cc2[nH]c(=S)n(CCCN3CCN(C)CC3)c(=O)c2cc1OCC	-3%
COCCn1c(SCC(=O)Nc2cccc(OC)c2)nnc1-c1ccccc1	-3%
CCCOc1ccc2oc(=O)c3c(c2c1)CCCN3C(=O)CN1CCN(C(=O)c2ccco2)CC1	6%
O=C(O)CSc1nnc(Cc2ccccc2)n1-c1ccccc1	-1%
COc1ccccc1N1CCN(C[C@@H]2CN3C(=O)N(C)c4ccccc4C3=N2)CC1	-2%
Cc1ccc(C)c(OCCCC(=O)O)c1	-1%

A portion from further up, as a working copy:
SMILES	AmpC det inh
O=C(CN1C(=O)CSc2ccccc21)NC1CCCC1	1%
COc1ccccc1N1CCN(C(=O)C2CCN(S(=O)(=O)c3ccc(F)cc3)CC2)CC1	-3%
Nc1ccc([N+](=O)[O-])c(N)c1	5%
COc1ccc(Nc2ncc(C(=O)N3CCC4(CC3)OCCO4)c3ccccc23)cc1	0%
Cc1cccc(Cn2c(N(C)Cc3ccccc3)nc3c2c(=O)[nH]c(=O)n3C)c1	8%
O=C1c2ccccc2N2C(=O)c3ccccc3C2N1O (centres undefined)	-1%
COc1cc(OC)c(OC)cc1CN1CCN(c2ccccc2OC)CC1	0%
CCOC(=O)N1CCN(C(=O)CSCc2nc(-c3ccccc3F)oc2C)CC1	-6%
Cc1cc(NC(=O)C2C3C(=O)N(CCC(C)C)C(C(=O)NCc4ccccc4)C34C=CC2(C)O4)no1 (centres undefined)	9%
CC(=O)Nc1c(C(=O)C2CC2)oc2ccccc12	1%
COc1ccc2c(c1OC)C(=O)N(c1nccs1)C2	-2%
CNC(=O)C1CC(=O)N(Cc2ccc3c(c2)OCO3)C(=Nc2ccc(F)cc2)S1 (centres undefined)	11%
C=CCSc1ncccc1C(=O)NCc1ccccc1	0%
CC(C)(O)c1cc(=O)sc2nc3ccccc3n12	-4%
CCn1nc(CC(=O)Nc2nnc(CC(=O)N3CCCCC3)s2)c2ccccc2c1=O	-4%
O=C(Nc1cccc2ccccc12)N1CCN(Cc2ccccc2)CC1	15%
COc1ccc2c(CC(=O)OCC(=O)Nc3ccc4c(c3)OCO4)coc2c1	11%
Cc1ccc(-n2c(SCC(=O)NCC3CCCO3)nc3n[nH]c(C)c3c2=N)cc1Cl (centres undefined)	-4%
CCCOc1ccc(-c2nnn(CC(=O)c3ccc4c(c3)OCCO4)n2)cc1	-3%
O=C(c1ccco1)N1CCN(c2ccc(Cl)c(Cl)c2)CC1	-5%
COc1cccc(C(=O)Nc2ccc(NC(C)=O)cn2)c1	0%
NNC(=O)c1ccc[n+](CCc2ccccc2)c1	-6%[5.75 µM]
Cc1cc(OC(=O)c2ccco2)c2c3c(c(=O)oc2c1)CCC3	1%
Nc1nncn1C(=O)c1c(Cl)cccc1Cl	-3%
CCOc1cc2[nH]c(=S)n(CCCN3CCN(C)CC3)c(=O)c2cc1OCC	-3%
COCCn1c(SCC(=O)Nc2cccc(OC)c2)nnc1-c1ccccc1	-3%
CCCOc1ccc2oc(=O)c3c(c2c1)CCCN3C(=O)CN1CCN(C(=O)c2ccco2)CC1	6%
O=C(O)CSc1nnc(Cc2ccccc2)n1-c1ccccc1	-1%
COc1ccccc1N1CCN(C[C@@H]2CN3C(=O)N(C)c4ccccc4C3=N2)CC1	-2%
Cc1ccc(C)c(OCCCC(=O)O)c1	-1%

(further entries)
SMILES	AmpC det inh
COc1ccc2cc(CCNC(=O)C(C)C)c(=O)[nH]c2c1	12%
CC(C)N(C(=O)C1CC(=O)OC12CCCCC2)C(C)C (centres undefined)	-1%
Cc1ccc(C(=O)CCNc2ccc(F)c(Cl)c2)o1	-4%
Cc1nn(C(=O)c2ccco2)c(C)c1CN1C(=O)c2ccccc2C1=O	0%
COCc1nnc(NC(=O)CC(C)c2ccccc2)s1 (centres undefined)	-1%
O=C(NCc1ccco1)c1cccn2c(=O)c3sccc3nc12	-1%
Cc1c(C(=O)NCc2ccco2)oc2ccc(S(=O)(=O)N3CCC4(CC3)OCCO4)cc12	-1%
O=C1NC(Nc2nccs2)(C(F)(F)F)C(=O)N1CCc1ccccc1 (centres undefined)	-3%
Cc1cccc2cc(CN(CCCO)C(=O)Nc3ccccc3Cl)c(=O)[nH]c12	-6%
COc1ccc(-n2c(C)nc3cc(C(=O)N4CCOCC4)ccc32)cc1	-6%
O=C(c1cnccn1)N1CCC2(CCCN(c3ccncc3)C2)CC1	-2%
CCN(CC(=O)NC)S(=O)(=O)c1ccc(Br)cc1	-1%
COc1cc(CC(=O)Nc2ccc(S(=O)(=O)N(C)C)cc2)cc(OC)c1OC	-6%
CC(=O)NCCn1c(SCc2cc(=O)n3cc(Cl)ccc3n2)nc2ccccc2c1=O	0%
CCCC(C)n1[nH]c(=O)c2c(C)cc(C)nc21 (centres undefined)	-2%
O=C(Cn1ncc2c(=O)oc3ccccc3c21)N1CCN(C(=O)c2ccco2)CC1	-2%
COC(=O)c1ccccc1NC(=O)c1cc(OC)cc(OC)c1	-6%
O=C(CCCOc1ccc(Cl)cc1Cl)NCCCO	25%
CCN(CC)c1nc(N(CC)CC)[nH]c(=O)n1	0%
C/C=C/C=C/C=O	5%
CCOC(=O)C1CCCN(C(=O)Cn2cccc2C(=O)c2ccccc2)C1 (centres undefined)	-8%
COc1cc(NS(=O)(=O)c2ccc3c(c2)oc(=O)n3C)cc(OC)c1OC	13%
Cc1oc2c(c1C(=O)NCc1ccccc1)CCCC2	0%
O=C(CN1CCC(n2nnc3cc(F)ccc32)CC1)NCCc1nc2ccccc2[nH]1	-2%
Nc1cc(N)cc(-c2nc3ccccc3[nH]2)c1	1%
O=C(c1ccccc1)c1ccc(C(=O)N2CCN(c3ccc(F)cc3)CC2)o1	21%
O=C(Nc1ncc(C(F)(F)F)cc1Cl)C1COc2ccccc2O1 (centres undefined)	-3%
Cc1nc2ccc(N)cc2s1	8%
Cn1c(SCCN2CCCCC2)nnc1-c1ccccc1Br	2%
N[C@@H](Cc1c[nH]c2ccccc12)C(=O)O	-3%
CCCCN(CCCC)Cc1ccc(N)cc1	-5%
COc1ccc(N(CC(=O)Nc2cc(OC)ccc2OC)S(=O)(=O)c2c(C)nn(C)c2C)cc1	7%
CCn1c(SCC(=O)c2ccc(F)cc2)nnc1-c1ccoc1C	-4%
Cc1ccc(S(=O)(=O)N2CCN(Cc3ccccc3C(F)(F)F)CC2)cc1	6%
O=C(Nc1ccon1)c1cc2c(s1)CCCCCC2	-4%
O=C(NC1CCCC1)C(c1ccsc1)N(Cc1ccco1)C(=O)Cc1cccs1 (centres undefined)	11%
CCN1C[C@]2(C)CC[C@H](OC)[C@@]34[C@@H]2[C@H](OC(C)=O)[C@]2(OCO[C@@]25C[C@@H](OC)[C@@H]2C[C@@]3(O)[C@H]5[C@@H]2OC)[C@H]14	0%[12.8 µM]
Cc1ccccc1CSCC(=O)NC(=O)NCc1ccco1	-4%
Cc1cc(NC(=O)CSc2nccn2-c2ccc(F)cc2)no1	0%
COc1ccc(-n2nnnc2SCC(=O)NCc2ccco2)cc1OC	-1%
CCN(CC)C(=O)N[C@@H]1C=C2c3cccc4[nH]cc(c34)C[C@@H]2N(C)C1	-2%&0%
CC(C)C[C@@H](CC(=O)N[C@@H](CCCN)CC(=O)N[C@@H]1CCNC[C@H]1C(=O)N[C@H](CC(=O)N[C@@H](CCC(=O)O)CC(=O)O)Cc1ccccc1)NC(=O)[C@@H]1CCCC[C@H]1N	-2%
O=C(O)Cn1c2c(c3ccccc31)CCCC2	0%
CC(C)COc1ccc(-c2nnc(-c3ccncc3)o2)cc1	4%
O=C(NC1CCCCC1)N1CCCc2ccccc21	-1%
COc1cccc(CNC(=O)CCn2c(=O)oc3ccccc32)c1	-4%
O=C(O)CN(CCN(CC(=O)O)CC(=O)O)CC(=O)O.[Mn]	-2%[5.75 µM]
c1coc(-c2nc(-c3ccncc3)no2)c1	-1%
CCn1c(CNC(=O)C(C)(C)C)nc2ccccc21	12%
CC(C)CCNC(=O)C(c1ccco1)N(Cc1cccs1)C(=O)Cn1nnc2ccccc21 (centres undefined)	7%

New compounds follow:
SMILES	AmpC det inh
O=C(CSc1nnc(COc2ccc(F)cc2)o1)N1c2ccccc2CCc2ccccc21	0%
CC1c2[nH]c3ccccc3c2CCN1C(=O)Nc1ccccc1 (centres undefined)	-4%
O=C(O)CCSc1nc2ccccc2c(=O)[nH]1	-1%
Nc1ccc2c(c1)ncn2CCCn1cnc2cc(N)ccc21	-3%
O=C(c1cc(C(F)(F)F)cc(C(F)(F)F)c1)N1CCC2(CC1)CCN(c1ncccn1)CC2	-3%
CCOC(=O)CSc1nc2ccccc2c(=O)[nH]1	7%
Cc1ccc(S(=O)(=O)N[C@H](C(=O)O)C(C)C)cc1	5%[5.75 µM]
Cc1cnc(NC(=O)CCCSc2nc3ccccc3s2)s1	-4%
CCOC(=O)C1CCN(C(=O)c2oc3ccc(S(=O)(=O)N4CC(C)CC(C)C4)cc3c2C)CC1 (centres undefined)	-8%
O=C1CCCN1CCCNc1ncnc2c1[nH]c1ccccc12	-10%
CCOC(=O)CSc1nnc(CNC(=O)c2ccc(S(=O)(=O)N3CCCCC3)cc2)n1C	-2%
CC12CCC(C(=O)NCc3ccccn3)(OC1=O)C2(C)C (centres undefined)	-7%
Cc1ccccc1-c1nccc(NCc2cccs2)n1	6%
O=C(CCS(=O)(=O)Cc1ccccc1)N1CCN(Cc2ccccc2)CC1	-2%
COc1ccc(CN/C=C2\CCCCC2=O)cc1	-4%
Cn1c(=O)[nH]c(=O)c2c1ncn2CCN1CCOCC1	-2%
Cn1c(=O)c2c(nc(N3CCOCC3)n2Cc2c(F)cccc2Cl)n(C)c1=O	7%
CCCn1c(SCC(=O)Nc2sc(C)c(C)c2C(=O)OC)nc2c1c(=O)n(C)c(=O)n2C	6%
Cc1ccc2oc(-c3ccco3)nc2c1	13%
COC(=O)c1ccccc1OP1(=O)COc2ccccc2OC1	-4%
CC(=O)c1cccc(NC(=O)CC2SC(N3CCCCC3)=NC2=O)c1 (centres undefined)	4%
O=C(CSc1nc2ncccc2[nH]1)Nc1ccc2c(c1)OCCO2	-1%
O=C(O)c1[nH]c2ccccc2c1NS(=O)(=O)Cc1ccccc1	-7%
COCCCN(C(=O)Nc1ccccc1)C(C)c1ccncc1 (centres undefined)	4%
Fc1ccc(C(c2nnnn2Cc2ccco2)N2CCN(C3CCCCC3)CC2)cc1 (centres undefined)	-1%

Some of the compounds tested; the hit share may differ from the screen's.
